# Screening data as filed in PubChem BioAssay.
# FXIIa mix inh = human factor XIIa inhibitors, primary screen, biochemical, pooled compound mixtures, fluorogenic substrate. Coagulation factor XII (Homo sapiens), P00748. purified FXIIa. inhibition, % at 5 µM. hit rate 0.2% among 62,000. AID 684, 2007;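 also: 0% = enzyme without compound and 100% = no enzyme blank; some results filed as inactive read as strong as hits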
# CatG inh = human cathepsin G inhibitors, primary screen, biochemical, pooled compound mixtures, AMC fluorescence. purified enzyme, AMC-tetrapeptide fluorescence. inhibition, % at 5 µM (by protocol). hit rate 0.2% among 62,000. P08311;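 active = inhibition above 20% in each of the two mixture wells holding the compound; inactive = inhibition of 20% or less in either well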;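 also: 0% = enzyme control without mixture and 100% = blank lacking enzyme; strong numbers were not always called active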
# Target sequence (P08311 21-244 limits assumed): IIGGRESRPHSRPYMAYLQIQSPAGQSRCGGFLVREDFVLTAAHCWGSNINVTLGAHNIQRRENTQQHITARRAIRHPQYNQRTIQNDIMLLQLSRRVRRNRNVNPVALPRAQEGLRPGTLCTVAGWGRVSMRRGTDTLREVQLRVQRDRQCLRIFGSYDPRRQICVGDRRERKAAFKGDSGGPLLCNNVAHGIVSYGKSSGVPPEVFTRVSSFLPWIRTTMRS
# C1s block = complement C1s protease inhibitors, primary screen, biochemical, 10-compound mixtures; purified C1s, fluorogenic AMC substrate, pooled mixtures; mean inhibition % of two 10-compound mixtures (stronger effect = higher value), % at 5 µM (by protocol); hit rate 0.16% among 62,000; AID 538, 2006;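 active = inhibition above 20% in each of the two 10-compound mixture wells holding the compound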;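 also: 0% = enzyme wells lacking compound mixture and 100% = no-enzyme blank wells; some compounds called inactive have numbers as strong as hits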
# Cdc25B inh = inhibitors of Cdc25B phosphatase catalytic domain, primary screen, biochemical, OMFP fluorescence; inhibition, %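 (compounds tested at 10 µM final in the well)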; AID 368, 2006; recombinant Cdc25B, OMFP fluorescence Ex485/Em525; hit rate 0.1% among 65,000; M-phase inducer phosphatase 2 (Homo sapiens), P30305; in the data active = inhibition above about 50%
# CatL block = inhibitors of human cathepsin L, biochemical; Procathepsin L (Homo sapiens), P07711; purified cathepsin L, fluorogenic substrate, fluorescence; inhibition, %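 (tested at 10 µM)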; hit rate 0.17% among 58,000; AID 460, 2006; in the data active = inhibition above about 45%;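 also: 0% = enzyme with no compound and 100% = no enzyme blank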
# Target sequence (P07711 114-288 limits assumed): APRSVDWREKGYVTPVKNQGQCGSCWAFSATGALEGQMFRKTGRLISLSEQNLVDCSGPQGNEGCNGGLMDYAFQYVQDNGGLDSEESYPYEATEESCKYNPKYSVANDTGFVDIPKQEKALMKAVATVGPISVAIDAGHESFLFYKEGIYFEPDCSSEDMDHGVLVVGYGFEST
# Target sequence (P07711 292-333 limits assumed): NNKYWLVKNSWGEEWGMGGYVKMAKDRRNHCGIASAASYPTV
# DUSP1 inh = MKP-1 phosphatase inhibitors, primary screen, biochemical, in vitro; Dual specificity protein phosphatase 1 (Homo sapiens), P28562; recombinant MKP-1, OMFP hydrolysis fluorescence; inhibition, %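 (compounds tested at a single concentration somewhere between 10 and 100 µM)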; hit rate 0.15% among 65,000;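 active = inhibition above about 50%, limit read from the data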;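 also: 0% = DMSO max control wells and 100% = wells with enzyme stopped by NaOH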
# FXIa inh mix = FXIa protease inhibitors in compound pools, primary screen, biochemical, 10-compound mixtures; purified FXIa, fluorogenic substrate, pooled mixtures; hit rate 0.19% among 62,000; AID 680, 2007; inhibition, % at 5 µM; Coagulation factor XI (Homo sapiens), P03951;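 also: each value is inhibition by a whole ten-compound pool holding the compound; 0% = enzyme with no mixture and 100% = wells lacking enzyme; strong numbers were not always called active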
# HTR1A agonist = human 5-HT1a receptor agonists, primary screen, cell-based, CHO, Ga15 NFAT-bla reporter; 5-hydroxytryptamine receptor 1A (Homo sapiens), P08908; CHO 5-HT1a Ga15 NFAT-bla reporter, FRET ratio; 0% basal, 100% maximal reference agonist; activation, % at 10 µM; hit rate 0.56% among 65,000;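 active = activation above the screen-wide mean activation plus 3 SD, cut at about 19% in these data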;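 also: 0% = DMSO wells and 100% = 5-CT at EC100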
# Target sequence (P08908 whole entry, looked up): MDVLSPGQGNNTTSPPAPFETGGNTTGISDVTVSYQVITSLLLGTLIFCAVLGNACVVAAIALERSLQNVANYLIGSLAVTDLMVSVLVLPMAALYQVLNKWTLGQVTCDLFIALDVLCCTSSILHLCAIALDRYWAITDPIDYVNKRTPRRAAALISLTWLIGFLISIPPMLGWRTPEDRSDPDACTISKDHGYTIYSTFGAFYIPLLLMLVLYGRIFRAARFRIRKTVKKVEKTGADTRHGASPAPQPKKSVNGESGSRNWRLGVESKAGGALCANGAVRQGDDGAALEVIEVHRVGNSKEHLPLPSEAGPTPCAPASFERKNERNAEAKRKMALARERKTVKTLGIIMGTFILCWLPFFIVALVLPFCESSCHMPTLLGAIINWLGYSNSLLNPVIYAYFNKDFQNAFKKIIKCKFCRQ
# Hsp90 inh = tumor Hsp90 inhibitors, primary screen, cell lysate, fluorescence polarization, NCI-N417 lysate; Heat shock protein HSP 90-alpha (Homo sapiens), P07900; Cy3B-geldanamycin FP displacement; inhibition, % at 30 µM; hit rate 0.35% among 64,000; AID 429, 2006;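 active = inhibition above 50%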;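 also: 0% = tracer plus lysate wells and 100% = tracer alone without lysate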
# * = called active by the depositor; x = not tested or not shown; & = joins results of further samples. Rule as the data show it, unless noted: active = inhibition above about 20% (passing the limit was not always enough); inactive = the rest. Random draw from the library. About 1.6% of those tested had a hit in this group.
SMILES,FXIIa mix inh,CatG inh,C1s block,Cdc25B inh,CatL block,DUSP1 inh,FXIa inh mix,HTR1A agonist,Hsp90 inh
N#CNC(N)=Nc1cccc(Cl)c1,5,-17,-62,-5,-18,-5,-25,-4.2,-3
COc1ccc(-c2noc(CN3CCOCC3)n2)cc1OC,-5,10,-16,-4,21,1,-6,-1.2,-3
COC(=O)CC1NCCNC1=O (configuration not stated),5,-3,-82,6,-2,-12,-16,-4.3,3
O=C(NC1CCS(=O)(=O)C1)c1cn(-c2ccccc2)nc1-c1ccccc1 (configuration not stated),0,4,0,-3,-10,2,4,-3.9,-4
Cc1oc(C)c2c(=O)ccc3c(c12)OC(N)=C(C#N)C3c1ccc(F)cc1 (configuration not stated),9,11,15,9,10,16,6,0.6,-5
COc1cccc(N=Cc2ccc(O)cc2O)c1,7,-5,-2,12,4,29,3,1.3,-3
O=c1[nH]c2c(n(C3CCCCC3)c1=O)CCC2,3,8,8,-12,1,-3,0,-0.8,-3
CSC1=NCCN1C(=O)c1ccc(S(=O)(=O)N2CCCCC2)cc1,-10,10,14,-3,x,-10,5,-1.5,-1
COC(=O)c1[nH]c2cc(OC)ccc2c1NC(=O)CCN1CCCCC1,5,-4,-5,-2,3,-4,0,-2.7,-4
CSc1nnc2n(C3CCCCC3)c(=O)c3c4c(sc3n12)CCCC4,x,x,x,-1,4,-5,x,8.8,-5
CCCc1n[nH]c2c1C(=O)C(C(=O)OC)C(C)(C)C2 (configuration not stated),-17,11,13,-1,x,9,8,2.1,-1
COc1cccc(-c2cc(C(=O)Nc3cc(C)on3)no2)c1,4,-1,0,-5,-1,10,3,-1.9,-3
CCCCC(=O)Nc1nc2c(OC)ccc(OC)c2s1,-7,2,-31,-16,x,6,5,1.0,-2
Cc1nc(N2CCN(Cc3ccc4c(c3)OCO4)CC2)c2oc3ccccc3c2n1,-12,-1,1,-3,14,12,4,2.6,x
Cc1cc(NC(=O)CCCN2C(=O)c3cccnc3C2=O)no1,-2,4,-11,-3,-12,5,-2,-0.7,-2
Cc1ccc2c(CC(=O)Nc3c(C)n(C)n(-c4ccccc4)c3=O)coc2c1,-18,5,16,22,20,5,-2,0.1,-3
CCOC(=O)c1nnn(-c2nonc2N)c1CNc1ccc(C)c(Br)c1,6,4,-21,13,x,-12,33,-1.9,-3
CC(=O)c1ccc(OCC(O)CN2C(C)(C)CC(O)CC2(C)C)cc1 (configuration not stated),-1,6,-5,-12,x,0,-7,-2.9,-1
O=C(COc1ccc(Cl)cc1)NCc1nnc(SCC(=O)NC2CCCCC2)o1,-1,6,1,-8,-2,7,4,-2.5,2
Cc1cc(C)nc(N2CCCC(C(=O)NCc3cccc(C(F)(F)F)c3)C2)n1 (configuration not stated),9,12,9,-8,3,-10,4,-1.0,-3
Cn1nc(C(=O)Nc2cccnc2)c2ccccc2c1=O,-1,10,12,-4,3,-16,4,-1.6,-7
CCCCSc1nc2c(c(=O)[nH]1)CCC2,4,9,9,-8,-3,-8,21,-1.5,-2
COc1ccc2[nH]c3c(c2c1)CCn1c-3nc2ccccc2c1=O,1,-6,-27,-8,x,14,-7,1.8,x
CC1c2nc3ccccc3n2C(CC(=O)NCc2ccccn2)C(=O)N1Cc1ccccc1 (configuration not stated),-2,1,-5,-26,3,3,-1,-3.8,0
COc1ccccc1C1SCCN1S(=O)(=O)c1cccc(C(F)(F)F)c1 (configuration not stated),9,-23,-29,-1,-6,3,-22,-0.8,1
CCC1Oc2ccc(C)cc2N(CC(=O)NCCCN2CCN(Cc3ccccc3)CC2)C1=O (configuration not stated),2,-3,-55,-24,-8,10,5,-0.1,1
O=C(Nc1c(C(=O)N2CCCCC2)cnn1-c1ccccc1)c1ccco1,1,-3,-2,-2,-4,3,5,-2.2,-2
Cc1cccc(Cn2c(NCC(C)O)nc3c2c(=O)n(C)c(=O)n3C)c1 (configuration not stated),-18,0,-12,-6,-10,3,0,-0.2,-3
Cc1c(NC(=O)C(C#N)=C2CCCCC2)c(=O)n(-c2ccccc2)n1C,8,8,15,-6,3,3,4,-1.8,-1
COc1ccc(OC)c(S(=O)(=O)NC2CCN(Cc3ccccc3)CC2)c1,2,-4,6,-12,4,28,9,0.7,-8
O=C(CSc1nnc(-c2cccs2)n1-c1ccccc1)c1ccc2c(c1)OCCO2,8,0,4,-1,-5,29,4,-1.5,-4
CCC1Oc2ccc(C)cc2N(CC(=O)NCCCN2CCCCC2CC)C1=O (configuration not stated),2,12,10,-23,8,-19,2,-6.8,-3
CCN1CSC(=S)N(Cc2ccc(OC)cc2)C1,x,x,x,-10,x,26,x,-3.4,-3
COC(=O)c1c(C(=O)OC)c2n(c1C)Cc1ccccc1C2,13,1,5,-7,-25,6,2,3.0,-2
Cc1nc(NC2=NCN(CCc3ccccc3)CN2)nc2ccccc12,3,-6,15,-2,12,22,10,-1.3,-2
CCN(CC)CCn1c(NCc2cccc(OC)c2)nc2ccccc21,0,8,-27,-6,2,-11,-1,-1.0,0
O=C(CCNC(=O)c1ccc(Br)o1)NCc1ccc(Cl)cc1,8,9,3,0,x,24,2,1.0,0
COc1cc2c(cc1OC)C(C(=O)NC1CC1)C1c3ccccc3CCN1C2=O (configuration not stated),-4,-9,-11,-12,9,2,-2,0.5,-6
COc1ccc(CNC(=O)c2ccc(N3CCCC3=O)cc2)cc1,9,14,19,-4,21,1,1,-0.3,-5
CC(C)COC(=O)c1cc(-c2ccc(/C=N/n3cnnc3)o2)ccc1Cl,6,-17,-22,-13,4,36,-4,2.1,-8
COc1ccc(C(c2nnnn2C2CCCC2)N2CCc3ccccc3C2)cc1OC (configuration not stated),0,7,5,-13,x,26,1,0.4,-4
Cc1ccc(NC(=O)c2ccccc2O)cc1,4,6,0,-14,12,3,3,-2.0,-3
CCCNc1nc2c(c(=O)[nH]c(=O)n2C)n1CCC(C)C,6,-2,1,-12,-6,16,5,-1.3,3
O=c1[nH]c2ccccc2n1CCCN1CCN(C(c2ccccc2)c2ccccc2)CC1,5,7,-3,1,-10,5,5,-1.1,3&-1
CCc1cc(N2CCOCC2)cc2c1[nH]c1ccccc12,-14,-10,-76,4,-32,-24,-9,-4.0,12
O=C(CSc1nnc(-c2cccnc2)n1-c1ccccc1)NCc1ccc2c(c1)OCO2,6,3,-4,5,-11,-12,7,4.8,2
COc1cccc2cc(C(=O)N3CCN(C(=O)c4ccco4)CC3)c(=O)oc12,-14,7,11,-9,23,14,4,1.3,-3
Cc1cc(NC(=O)CN2CCN(c3ccccc3O)CC2)no1,26,7,10,-2,6,6,7,0.3,x
CCOC(=O)c1c(NC(=O)CSc2nnc(-c3cccnc3)o2)sc(C(C)=O)c1C,6,6,-24,-5,-5,11,-4,-0.9,-4
COc1ccccc1CNCc1cccs1,2,10,7,2,5,6,4,-1.4,-1

# Arranged by formula weight (smallest number first): eleven of the compounds above
SMILES,FXIIa mix inh,CatG inh,C1s block,Cdc25B inh,CatL block,DUSP1 inh,FXIa inh mix,HTR1A agonist,Hsp90 inh
Cc1ccc(NC(=O)c2ccccc2O)cc1,4,6,0,-14,12,3,3,-2.0,-3
COc1ccccc1CNCc1cccs1,2,10,7,2,5,6,4,-1.4,-1
Cc1cc(NC(=O)CN2CCN(c3ccccc3O)CC2)no1,26,7,10,-2,6,6,7,0.3,x
COc1ccc(CNC(=O)c2ccc(N3CCCC3=O)cc2)cc1,9,14,19,-4,21,1,1,-0.3,-5
CC(C)COC(=O)c1cc(-c2ccc(/C=N/n3cnnc3)o2)ccc1Cl,6,-17,-22,-13,4,36,-4,2.1,-8
O=C(CCNC(=O)c1ccc(Br)o1)NCc1ccc(Cl)cc1,8,9,3,0,x,24,2,1.0,0
COc1cc2c(cc1OC)C(C(=O)NC1CC1)C1c3ccccc3CCN1C2=O (configuration not stated),-4,-9,-11,-12,9,2,-2,0.5,-6
COc1ccc(C(c2nnnn2C2CCCC2)N2CCc3ccccc3C2)cc1OC (configuration not stated),0,7,5,-13,x,26,1,0.4,-4
O=c1[nH]c2ccccc2n1CCCN1CCN(C(c2ccccc2)c2ccccc2)CC1,5,7,-3,1,-10,5,5,-1.1,3&-1
O=C(CSc1nnc(-c2cccnc2)n1-c1ccccc1)NCc1ccc2c(c1)OCO2,6,3,-4,5,-11,-12,7,4.8,2
CCOC(=O)c1c(NC(=O)CSc2nnc(-c3cccnc3)o2)sc(C(C)=O)c1C,6,6,-24,-5,-5,11,-4,-0.9,-4

# Continued:
SMILES,FXIIa mix inh,CatG inh,C1s block,Cdc25B inh,CatL block,DUSP1 inh,FXIa inh mix,HTR1A agonist,Hsp90 inh
Cc1cc(C)c2cc(CN(CC3CCCO3)S(=O)(=O)c3ccc4c(c3)OCCO4)c(=O)[nH]c2c1 (configuration not stated),3,6,-8,3,x,28,-11,4.2,-7
CC1(C)Cc2c(sc(NC(=O)c3ccc(Br)o3)c2C#N)CO1,x,x,x,2,-8,-14,x,-2.2,-6
COc1ccc2[nH]c(=O)c(CN(CCO)S(=O)(=O)c3ccc4c(c3)OCCO4)cc2c1,7,11,5,3,7,-8,2,-0.5,-3
Cc1c(Br)cc(C(=O)NCc2ccco2)c(C)c1C,-19,3,5,9,16,-24,6,-0.8,3
Cc1cc(Nc2cccc(C(F)(F)F)c2)n2nc(C)nc2n1,15,10,12,-14,10,9,4,-2.0,-1
CCc1ccc(Nc2oc(C)cc(=O)c2C(C)=O)cc1,7,5,3,-8,6,-20,4,0.5,-4
CC(C)OC(=O)CSc1nnc(-c2ccc(C(C)(C)C)cc2)n1N,-26,-3,-8,-7,10,-1,3,-4.1,-1
Cn1c(CCN2CCN(c3ccc(F)cc3)CC2)nc2cc(NC(=O)c3ccco3)ccc21,3,-14,-27,2,-4,-5,1,1.4,-1
c1ccc(N2CCN(c3ncnc4scc(-c5cccs5)c34)CC2)cc1,5,0,2,-12,x,-6,4,1.9,-1
CC1CCN(C(=O)CSc2ccc3nnc(-c4cccc(F)c4)n3n2)CC1,7,-6,-38,-10,20,10,8,-0.2,-2
O=C(NCCCN1CCOCC1)c1cc2c(s1)CCCC2,-16,29,14,-7,17,25,3,2.8,22
COc1ccc(-c2c(C#N)c(SCc3c(C)noc3C)nc3c2C(=O)CC(C)(C)C3)cc1,9,-2,-29,-12,2,-2,0,0.7,-6
CCc1cccc(C)c1NC(=O)CN1C(=O)c2ccccc2S1(=O)=O,10,21,13,-10,x,-6,5,-3.4,-1
CCCS(=O)(=O)c1nc(S(=O)(=O)c2ccc(C)cc2)c(NCCN2CCOCC2)s1,-3,-1,-51,-11,11,4,-3,-1.2,1
